RGS4 pot = RGS4 potentiation or activation | 310,000 compounds, 0.92% hits | AID 463111 | HEK293 M3R/inducible RGS4, carbachol calcium flux Fluo4; stronger effect = lower value | B-score at 10 µM;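 active = B-score of the integrated calcium signal more than 4 SD below the library mean, with starting fluorescence not abnormally high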;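 also: negative B-score means reduced calcium response which marks RGS4 activation or potentiation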
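test system = HEK293 cells with stable M3R and inducible RGS4 | schedule = recording 10 s baseline at 1 Hz, 100 s post-agonist | technique = Fluo4-AM (2 µM) calcium-flux fluorescence, kinetic read | measure = Agonist-evoked peak-minus-minimum fluorescence over baseline, integrated ratio, B score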
KCNQ1 pot = human KCNQ1 channel potentiation or activation. P51787. CHO-K1 KCNQ1, thallium flux FluxOR fluorescence; stronger effect = higher value. B-score at 10 µM. 310,000 compounds, 0.35% hits. AID 2648;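 active = fluorescence ratio B-score, a plate-corrected score, at least three library SD, with initial intensity B-score within 5 SD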
Target sequence (P51787 whole entry, looked up): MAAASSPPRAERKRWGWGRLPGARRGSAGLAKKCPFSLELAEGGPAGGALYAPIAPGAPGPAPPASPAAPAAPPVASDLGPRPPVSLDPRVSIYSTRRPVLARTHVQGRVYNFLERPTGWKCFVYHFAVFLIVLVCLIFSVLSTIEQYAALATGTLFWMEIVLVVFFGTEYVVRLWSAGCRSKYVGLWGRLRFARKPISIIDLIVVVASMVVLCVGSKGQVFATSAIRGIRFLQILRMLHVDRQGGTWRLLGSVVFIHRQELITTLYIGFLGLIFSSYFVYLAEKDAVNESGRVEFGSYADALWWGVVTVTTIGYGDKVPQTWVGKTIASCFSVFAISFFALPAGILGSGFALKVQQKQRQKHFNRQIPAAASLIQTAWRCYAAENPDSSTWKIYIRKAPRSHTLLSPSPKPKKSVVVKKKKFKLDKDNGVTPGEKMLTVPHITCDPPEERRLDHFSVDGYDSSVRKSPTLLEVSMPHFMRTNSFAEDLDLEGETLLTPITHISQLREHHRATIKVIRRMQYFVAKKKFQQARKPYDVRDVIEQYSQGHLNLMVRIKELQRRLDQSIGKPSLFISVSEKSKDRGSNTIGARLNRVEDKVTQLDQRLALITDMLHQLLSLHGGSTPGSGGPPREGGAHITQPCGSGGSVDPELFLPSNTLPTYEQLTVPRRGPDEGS
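System: CHO-K1 cells stably expressing KCNQ1 / Medium: assay buffer for compound exposure, DMSO matched across wells / Reagent: thallium- and potassium-containing depolarizing buffer / Compound: one concentration, matched DMSO / Incubation: 20 min compound pretreatment at room temperature / Measured by: kinetic FluxOR fluorescence, 10 s baseline plus 110 s post-stimulus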
hERG protect = hERG (human) protection from proarrhythmic block. Q12809. CHO-hERG, FluxOR thallium flux, dofetilide IC70 present. activation (rescue from dofetilide block), less the hit threshold, % at 10 µM. 310,000 compounds, 0.51% hits. AID 1511;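 active = activation above the mean of controls blocked by dofetilide plus 5 SD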;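 also: thallium influx through hERG after potassium depolarization seen as dye fluorescence rise; in these data hits start at about 4.7%; inactives centre near -7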
KCNK3 inh = human KCNK3 channel inhibition, primary screen; CHO-KCNK3 thallium flux, FluxOR fluorescence; stronger effect = lower value; B-score at 10 µM; 340,000 compounds, 0.84% hits; AID 602410;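 active = B-score under library mean minus 4 SD, starting fluorescence ratio at most library mean plus 5 SD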;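 also: more negative B-score means stronger inhibition of thallium flux through KCNK3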
KCNQ1 block = blocks the human KCNQ1 potassium channel. P51787. CHO-K1 KCNQ1, FluxOR thallium flux fluorescence; stronger effect = higher value. B-score at 10 µM. 310,000 compounds, 1.3% hits;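 active = compounds whose thallium flux B-score, printed positive for inhibition, exceeds three library SD while starting fluorescence stays within three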;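 also: channel opened by potassium depolarization with thallium stimulus after 20 min compound exposure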
MrgX1 PAM = human MrgX1 positive allosteric modulation, primary screen | Q96LB2 | MrgX1-HEK293, Fluo-4 calcium flux, FDSS; stronger effect = higher value | B-score at 10 µM | 310,000 compounds, 0.63% hits;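 active = plate-corrected calcium response at least 3 library SD above typical, normal starting fluorescence, not activating the receptor alone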;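 also: compound read alongside a low EC10 to EC30 dose of BAM8-22 agonist; peak minus trough fluorescence over baseline measured at the second addition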
Target sequence (Q96LB2 whole entry, looked up): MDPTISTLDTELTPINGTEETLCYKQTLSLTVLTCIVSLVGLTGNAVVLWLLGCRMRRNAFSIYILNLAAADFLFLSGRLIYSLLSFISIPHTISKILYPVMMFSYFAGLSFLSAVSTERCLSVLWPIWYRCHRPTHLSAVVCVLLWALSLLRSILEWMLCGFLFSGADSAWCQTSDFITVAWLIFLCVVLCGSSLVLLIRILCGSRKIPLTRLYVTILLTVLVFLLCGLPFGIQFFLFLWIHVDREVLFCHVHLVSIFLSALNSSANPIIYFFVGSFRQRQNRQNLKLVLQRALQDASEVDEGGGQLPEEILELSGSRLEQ
RGS4 inh = human RGS4 inhibition | P49798 | HEK293 M3R/RGS4 inducible, Fluo-4 calcium flux; stronger effect = higher value; triggered by carbachol at its EC20 | B-score at 10 µM | 310,000 compounds, 0.45% hits;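 active = B-score, a plate-corrected calcium signal, over three deviations above library mean, with baseline fluorescence within five deviations of library mean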;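 also: RGS4 expression induced by doxycycline in cells with stable M3 receptor; B-score is computed from the integrated fluorescence ratio over baseline after carbachol; higher B-score means a larger calcium signal and so more RGS4 inhibition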
ANO1 block = mouse TMEM16A channel inhibition, primary screen | Q8BHY3 | HEK293 TMEM16A/YFP iodide influx fluorescence, ionomycin | normalized B-score (activity score, 25-100; higher = stronger inhibition) at 10 µM | 310,000 compounds, 1.2% hits | AID 588511;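 active = ratio plate-corrected score three or more library SD toward inhibition, starting fluorescence score within five deviations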;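 also: score derived from kinetic fluorescence span divided by baseline fluorescence per well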
ANO1 activ = mouse TMEM16A channel activation, primary screen. Q8BHY3. B-score at 10 µM. HEK293 TMEM16A/YFP-H148Q/I152L, iodide quench fluorescence; stronger effect = lower value. 340,000 compounds, 0.3% hits. AID 623877;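 active = fluorescence-ratio B-score plate-corrected deviation score at least 3 library SD below zero, with starting fluorescence score within 5 deviations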;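 also: channel opened by trigger with iodide after compound preincubation; score built on the fluorescence ratio of max minus min over baseline; more negative score means more quench and so TMEM16A activation or potentiation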
KCNK9 block = human KCNK9 channel inhibition | 310,000 compounds, 1.2% hits | HEK293 KCNK9, FluxOR thallium flux fluorescence; stronger effect = lower value | Q9NPC2 | B-score at 10 µM | AID 488922;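 active = ratio B-score over 3 SD below the library mean, with starting fluorescence within 5 SD of its mean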;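 also: negative B-score means less thallium flux so channel inhibition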
MrgX1 ag = activates human MrgX1 receptor signaling | MrgX1-HEK293 cells, Fluo-4 calcium fluorescence, agonist mode; stronger effect = higher value | B-score at 10 µM | 310,000 compounds, 0.44% hits | AID 588627;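 active = calcium response B-score plate-corrected fluorescence ratio at least 3 library SD, with starting fluorescence B-score inside 5 SD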
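Assay system: stable human MrgX1 HEK293 cell line. Quantity: 15,000 cells per well. Schedule: cells plated overnight, dye loaded 0.5 h 37 °C, 0.5 h room temperature. Detection: Fluo-4 NW calcium-flux fluorescence, kinetic read. Read-out basis: peak-minus-minimum fluorescence over baseline, converted to B scores. Control set: positive and negative control wells on each plate.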
* = called active by the depositor; i = inactive; . = not tested or not shown.

SMILES	RGS4 pot	KCNQ1 pot	hERG protect	KCNK3 inh	KCNQ1 block	MrgX1 PAM	RGS4 inh	ANO1 block	ANO1 activ	KCNK9 block	MrgX1 ag
CC1(C)CC(=O)C=C(Nc2ccc(Cl)c(Br)c2)C1	i	i	-4	-10*	i	i	i	i	i	i	i
CCCCC1=CC2=CC(=O)C(C)(OC(=O)c3cnc4ccccc4n3)C(=O)C2=CO1 (centres undefined)	i	i	-7	.	i	i	i	i	.	i	i
O=C1CCc2ccccc2N1Cc1ccccc1	i	i	-5	i	i	i	i	i	i	i	i
COC(=O)c1ccc(C2C(C(=O)Nc3ccccc3C)=C(C)Nc3ncnn32)cc1 (centres undefined)	i	i	-4	i	i	i	i	i	i	i	i
Cc1ccc(C)c(S(=O)(=O)c2c(C)cc(C)[nH]c2=O)c1	i	i	-5	i	i	i	i	i	i	i	i
Cc1cc(C(=O)Nc2ccc3ccccc3c2)oc1C	i	i	-6	i	i	i	i	i	i	i	i
O=C(NCc1ccco1)c1ccc2nccnc2c1	i	i	-7	i	i	i	i	i	i	i	i
Cn1c(/C(C#N)=C/C2CC=CCC2)nc2ccccc21 (centres undefined)	i	i	-6	i	i	i	i	i	i	i	i
COc1ccccc1C(=O)NC(CCSC)C(=O)N1CCN(C/C=C/c2ccccc2)CC1 (centres undefined)	i	i	-24	i	i	i	i	i	i	i	i
Cc1ccc(CCNC(=O)CCn2ccc3cc(S(=O)(=O)N4CCCC4)ccc32)cc1	i	i	-5	i	i	i	i	i	i	i	i
Cn1cnnc1Sc1ccc(S(C)(=O)=O)cc1[N+](=O)[O-]	i	i	-6	i	i	12*	i	i	i	i	i
Cc1cccc(C(=O)OCC(=O)N2CC(C)OC(C)C2)c1C (centres undefined)	i	i	-13	i	i	i	i	i	i	i	i
COc1cc(C(=O)NNC(=O)NC2CCCCC2)cc(OC)c1OC	i	i	-8	i	i	i	i	i	i	i	i
Cc1sc2nc(CN3CCCCC3)nc(Cl)c2c1C	i	i	0	i	i	i	i	i	i	i	i
CN(Cc1ccccc1)C(=O)CCC1CCN(S(C)(=O)=O)CC1	i	i	-3	i	i	i	i	i	i	i	i
CC1CCc2c(sc(N)c2C(=O)OC(C)C)C1 (centres undefined)	i	i	-3	i	i	i	i	i	i	i	i
CCc1ccc(Nc2ncc3c(n2)CC(c2ccco2)CC3=O)cc1 (centres undefined)	i	i	-6	i	i	i	i	i	i	i	i
COc1ccccc1C(=O)Nc1ccc(C(=O)Nc2ccccc2C(=O)O)cc1	i	i	-10	i	i	i	i	i	i	i	i
COc1ccccc1OCC(=O)NCCS(=O)(=O)N1CCN(c2ccc(F)cc2)CC1	i	i	-13	i	i	i	i	i	i	i	i
CCC(=O)Nc1cccc(-c2ccc(N3CCN(C)CC3)nn2)c1	i	i	-7	i	i	i	i	i	i	i	i
O=[N+]([O-])c1ccc(C(O)C(CO)NC(=S)Nc2ccccc2)cc1 (centres undefined)	i	i	-8	i	i	i	i	i	i	i	i
Cc1ccc(-c2cc(C(=O)N3CCc4ccccc4C3)[nH]n2)cc1C	i	i	-3	i	i	i	i	i	i	i	i
Cc1cc(C(=O)NC(=S)Nc2cccc(C(=O)O)c2C)ccc1[N+](=O)[O-]	i	i	-3	i	i	i	i	i	i	i	i
CCOC(=O)C(O)(CC(=O)c1ccc(Cl)cc1)C(=O)OCC	i	i	-7	i	i	i	i	i	i	i	i
CC1CCN(c2nc3c(c(=O)n(C)c(=O)n3C)n2CCSc2nc3ccccc3s2)CC1	i	i	-10	i	i	i	i	i	i	i	i

(list continues)
SMILES	RGS4 pot	KCNQ1 pot	hERG protect	KCNK3 inh	KCNQ1 block	MrgX1 PAM	RGS4 inh	ANO1 block	ANO1 activ	KCNK9 block	MrgX1 ag
Cc1ccc(NC(=O)CN2C(=O)N/C(=C/c3ccco3)C2=O)cc1	i	i	-1	i	i	i	i	i	i	i	i
Cc1cc(C)c(NC(=O)CO/N=C2\CCCc3nonc32)c(C)c1	i	i	-12	i	i	i	i	i	i	i	i
COc1ccc(N2CCN(C(=O)c3sc4nc(-c5ccc(F)cc5)cn4c3C)CC2)cc1	i	i	-5	i	i	i	i	i	i	i	i
O=C(/C=C/c1ccc(Br)cc1)Nc1ccc(S(=O)(=O)Nc2ncccn2)cc1	i	i	-9	i	i	i	i	i	i	i	i
Cc1nnc(SCC(=O)N2c3ccccc3C(C)(c3ccc(Cl)cc3)CC2(C)C)s1 (centres undefined)	i	i	-5	i	i	i	i	i	i	i	i
COc1ccc(NC(=O)CSCc2cc(=O)n3cc(C)sc3n2)cc1	i	i	-5	i	i	i	i	i	i	i	i
Cc1ccc(S(=O)(=O)Nc2ccccc2F)cc1C(=O)NNC(=O)c1csc(N2CCOCC2)n1	i	i	-8	i	i	i	i	i	i	i	i
COc1ccc(Nc2nc(N)c([N+](=O)[O-])c(NCCO)n2)cc1	i	i	-5	i	i	i	i	i	i	i	i
Brc1ccc(/C=N/Nc2ccccc2)cc1	i	i	-9	i	i	i	i	i	i	i	i
CC(=O)Nc1ccc(NC(=O)CSc2ncnn2-c2ccccc2)cc1	i	i	-4	i	i	i	i	i	i	i	i
Cc1cc(-c2ccccc2)c(C#N)c(SCC(N)=O)n1	i	i	-10	i	i	i	i	i	i	i	i
O=S(=O)(Nc1ccc2c(c1)OCCO2)c1cccc2cccnc12	i	i	-8	i	i	i	i	i	i	i	i
CCOC(=O)N1CCN(C(=O)C2CC(=O)N(Cc3ccc(OC)cc3)C2)CC1 (centres undefined)	i	i	-8	i	i	i	i	i	i	i	i
Cc1nc2c(C(=O)O)cnn2c(C)c1Cc1ccccc1F	i	i	-7	i	i	i	i	i	i	i	i
COc1cc(Cl)c(S(=O)(=O)NCCCn2ccnc2)cc1Cl	i	i	-9	i	i	i	i	i	i	i	i
Cc1cc(-c2nnc(-c3cccc(C(F)(F)F)c3)o2)no1	i	i	-7	i	i	i	i	i	i	i	i
CCc1ccc(C(=O)Nc2cc(C)on2)o1	i	i	-2	i	i	i	i	i	i	i	i
C/C(=N\NC(=O)c1cccnc1)c1cccc([N+](=O)[O-])c1	i	i	0	i	i	i	i	i	i	i	i
O=C(Nc1cccc(Cl)c1)c1cc([N+](=O)[O-])ccc1N1CCN(CCO)CC1	i	i	-11	i	i	i	i	i	i	i	i
COc1ccc(NC(=O)Oc2ccccc2)cc1Cl	i	i	-5	i	i	i	i	i	i	i	i
CCOc1ccc(N2CC(O)Cn3c2nc2c3c(=O)n(CCCc3ccccc3)c(=O)n2C)cc1 (centres undefined)	i	i	-7	i	i	i	i	i	i	i	i
O=C(Cc1ccccc1)Nc1ccc(NC(=O)c2cccs2)c(Cl)c1	i	i	-3	i	i	i	i	i	i	i	i
CCOC(=O)c1sc2cccc(Cl)c2c1N	i	i	-5	i	i	i	i	i	i	i	i
Cc1nnc(NC(=O)CSc2nccn2-c2ccc(F)cc2)s1	i	i	-12	i	i	i	i	i	i	i	i
O=C(CCCOc1ccc(Cl)cc1)NCCc1ccccc1	i	i	-5	i	i	i	i	i	i	i	i

Some of these compounds in order of formula weight, lowest first.
SMILES	RGS4 pot	KCNQ1 pot	hERG protect	KCNK3 inh	KCNQ1 block	MrgX1 PAM	RGS4 inh	ANO1 block	ANO1 activ	KCNK9 block	MrgX1 ag
Cc1cc(C(=O)Nc2ccc3ccccc3c2)oc1C	i	i	-6	i	i	i	i	i	i	i	i
Cc1cc(-c2nnc(-c3cccc(C(F)(F)F)c3)o2)no1	i	i	-7	i	i	i	i	i	i	i	i
O=C(CCCOc1ccc(Cl)cc1)NCCc1ccccc1	i	i	-5	i	i	i	i	i	i	i	i

Further structures:
SMILES	RGS4 pot	KCNQ1 pot	hERG protect	KCNK3 inh	KCNQ1 block	MrgX1 PAM	RGS4 inh	ANO1 block	ANO1 activ	KCNK9 block	MrgX1 ag
O=C(c1cc(S(=O)(=O)N2CCCCC2)ccc1Cl)N1CCOCC1	i	i	-1	i	i	i	i	i	i	i	i
Cc1nc2ccccc2c2oc(C(=O)N3CCCC(C)C3)cc12 (centres undefined)	i	i	-9	i	i	i	i	i	i	i	i
O=c1[nH]c(CSc2nnc(-c3cccnc3)n2C2CCCCC2)nc2ccccc12	i	i	-9	i	i	i	i	i	i	i	i
CC1=C(C(=O)OC2CCCCC2)C(c2ccc(N(C)C)cc2)NC(=O)N1 (centres undefined)	i	i	-2	i	i	i	i	i	i	i	i
Cc1noc(C)c1C(=O)N1CCN(c2ncccn2)CC1	i	i	-7	i	i	i	i	i	i	i	i
COc1cccc(NC(=S)N(CCc2c(C)[nH]c3ccccc23)Cc2ccco2)c1	i	i	-12	i	i	i	i	i	i	-9*	i
COC(=O)c1cc(Br)c(=O)n(Cc2ccc(C(=O)O)cc2)c1	i	i	-7	i	i	i	i	i	i	i	i
Cc1ccc(Nc2nnc(SC(C)C(=O)Nc3c(C)n(C)n(-c4ccccc4)c3=O)s2)cc1 (centres undefined)	i	i	-5	i	i	i	i	i	i	i	i
COc1ccc(CN2C(=O)c3cccnc3C2Nc2cc(Cl)ccc2OC)cc1 (centres undefined)	i	i	-14	i	i	i	i	i	i	i	i
CCOc1ccc(CCNc2nc3ccccc3n3c(C)nnc23)cc1OCC	i	i	-8	i	i	i	i	i	i	i	i
COc1ccccc1CN(C)CC(=O)Nc1ccccc1-c1ccccc1	i	i	-22	-8.8*	i	10*	i	i	i	i	i
CC(C)CNC(=O)COc1ccccc1[N+](=O)[O-]	i	i	-10	i	i	i	i	i	i	i	i
Oc1cccc(/C=N/NC(=S)Nc2cccnc2)c1O	i	i	-10	i	i	i	i	i	i	i	i
O=C(CSc1nnc(CNC(=O)c2c(F)cccc2F)o1)NCc1ccc(F)cc1	i	i	-7	i	i	i	i	i	i	i	i
NNC(=O)CNC(=O)CNS(=O)(=O)c1ccccc1	i	i	-10	i	i	i	i	i	i	i	i
Cc1ccc(S(=O)(=O)N2CCN(Cc3cccc(F)c3)CC2)cc1	i	i	-11	i	i	i	i	i	i	i	i
O=C(/C=C/c1ccccc1)N1CCN(c2cccc(Cl)n2)CC1	i	i	-6	i	i	i	i	i	i	i	i

Assay outcomes: PubChem BioAssay, Johns Hopkins Ion Channel Center
